Source: PubChem BioAssay
UGM FP inh: M. tuberculosis UGM enzyme inhibitors, primary screen, biochemical, fluorescence polarization, single point | purified UGM, fluorescence polarization probe displacement | UDP-galactopyranose mutase (Mycobacterium tuberculosis (strain ATCC 25618 / H37Rv)), … | AID 504406, 2011 | inhibition, % at 10 µM | hit rate 0.06% among 320,000; in the data active means inhibition above about 10%, passing the limit was not always enough; inconclusive means no clear call, values can overlap the other calls
Target sequence (P9WIQ1 whole entry, looked up): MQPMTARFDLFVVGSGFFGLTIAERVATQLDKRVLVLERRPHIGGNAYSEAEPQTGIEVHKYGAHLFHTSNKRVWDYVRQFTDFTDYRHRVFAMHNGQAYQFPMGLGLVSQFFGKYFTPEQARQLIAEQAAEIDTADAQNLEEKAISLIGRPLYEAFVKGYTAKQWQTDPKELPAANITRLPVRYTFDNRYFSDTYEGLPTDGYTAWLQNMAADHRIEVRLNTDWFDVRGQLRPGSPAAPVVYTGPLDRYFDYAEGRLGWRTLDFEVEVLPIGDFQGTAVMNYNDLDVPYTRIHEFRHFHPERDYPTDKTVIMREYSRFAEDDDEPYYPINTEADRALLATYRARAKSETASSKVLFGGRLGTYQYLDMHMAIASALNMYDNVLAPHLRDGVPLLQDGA
FBA Mtb inh: Mtb FBA enzyme inhibitors, primary screen, biochemical, fluorescence, strain H37Rv | hit rate 2.3% among 360,000 | AID 588726, 2011 | purified M. tuberculosis FBA, fluorescence read-out | inhibition, % at 1 µM; in the data active means inhibition above about 27%;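 further: 0% = vehicle and 100% = reference inhibitor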
Target sequence (P9WQA3 whole entry, looked up): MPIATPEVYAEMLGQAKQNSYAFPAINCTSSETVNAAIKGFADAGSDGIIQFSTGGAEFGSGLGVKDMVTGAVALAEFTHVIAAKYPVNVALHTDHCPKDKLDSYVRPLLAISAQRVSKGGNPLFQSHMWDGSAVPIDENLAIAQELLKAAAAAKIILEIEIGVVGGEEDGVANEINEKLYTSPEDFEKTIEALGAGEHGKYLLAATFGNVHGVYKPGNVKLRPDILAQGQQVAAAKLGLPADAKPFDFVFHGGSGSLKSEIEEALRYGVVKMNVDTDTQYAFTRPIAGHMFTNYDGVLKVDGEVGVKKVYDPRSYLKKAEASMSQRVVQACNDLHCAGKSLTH
BoNT-F LC inh: BoNT/F light chain protease inhibitors, primary screen, biochemical, flow cytometry, MLPCN library. Botulinum neurotoxin type F light chain protease (Clostridium botulinum). Multiplex microsphere protease cleavage assay. inhibition, % at 10 µM. hit rate 0.22% among 360,000; in the data active means inhibition above about 35%, passing the limit was not always enough; inconclusive means no clear call, values can overlap the other calls; further: plate controls were buffer without enzyme for full effect and enzyme alone for no effect
BoNT-A LC inh2: BoNT/A light chain protease inhibitors, primary screen, biochemical, flow cytometry, MLPCN library | hit rate 0.17% among 360,000 | Botulinum neurotoxin type A light chain protease (Clostridium botulinum A str. ATCC 3502) | multiplex microsphere protease substrate cleavage | inhibition, % at 10 µM; in the data active means inhibition above about 30%; inconclusive means no clear call, values can overlap the other calls; further: plate controls were buffer without enzyme for full effect and enzyme alone for no effect
PrPC surface inh: inhibitors of human cell surface prion protein PrPC, primary screen, cell-based, TR-FRET. Major prion protein (Homo sapiens), P04156. TR-FRET read-out. inhibition, % at 13.8 µM. hit rate 0.43% among 370,000; in the data active means inhibition above about 24%; further: 0% = median of the test wells and 100% = reference compound wells
GDH-TPI inh: GDH-TPI coupling enzyme inhibitors, primary screen, artefact control for M. tuberculosis FBA inhibitor project, biochemical, absorbance, full deck; GDH-TPI coupled enzyme counterscreen, NADH absorbance; inhibition, % at 4.8 µM; hit rate 1.2% among 360,000;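 further: 0% = DMSO wells and 100% = wells lacking the enzyme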
BioA inh: M. tuberculosis BioA enzyme inhibitors, primary screen, biochemical, plate reader, single point, HTS | AID 602481, 2012 | 7,8-diaminopelargonic acid synthase BioA (Mycobacterium tuberculosis) | purified M. tuberculosis BioA enzyme | hit rate 0.096% among 360,000 | inhibition, % at 9.99 µM; in the data active means inhibition above about 40%; inconclusive means no clear call, values can overlap the other calls
CCHFV vOTU inh: CCHFV vOTU protease inhibitors, primary screen, biochemical, Pep-AMC substrate, fluorescence. Crimean-Congo hemorrhagic fever virus L polyprotein viral ovarian tumor (vOTU) protease …. hit rate 0.55% among 370,000. inhibition, % at 11.5 µM; further: 0% = vehicle wells with enzyme and 100% = no enzyme wells
FadD28 binding: inhibitors of FadD28 bisubstrate probe binding, primary screen, biochemical, fluorescence polarization, single point; Mycobacterium tuberculosis FadD28 fatty-acid-AMP ligase; inhibition, % at 12.5 µM; hit rate 0.22% among 360,000; AID 588549, 2011; in the data active means inhibition above about 8.5%, passing the limit was not always enough; inconclusive means no clear call, values can overlap the other calls
Numbers without * were called inactive; ? = inconclusive; / = no result given; & = joins results of further samples. Unless noted, no stated cut-off is given here; in the data, active means inhibition above about 30%; inactive means the rest.

SMILES,UGM FP inh,FBA Mtb inh,BoNT-F LC inh,BoNT-A LC inh2,PrPC surface inh,GDH-TPI inh,BioA inh,CCHFV vOTU inh,FadD28 binding
FC(F)(Cl)c1nnc2ccc(Cl)nn12,2.0,0,-5,-1.0,-9,0,/,3,-0.2
CCC(C)NC(=O)/C=C1\Sc2ccccc2NC1=O (configuration not stated),/,5,-8,-0.8,-7,7,-1.0,3,-1.8
Cc1ccc(S(=O)(=O)N2CCCCC2)cc1NC(=O)c1cccnc1,/,1,-15,0.0,5,-5,/,11,0.2
CCc1nnc(NC(=O)c2cccc(S(=O)(=O)N3CCN(C)CC3)c2)s1,/,-2,-5,0.1,-9,11,-0.5,-2,-2.7
CCn1c(SCC(=O)Nc2nonc2C)nnc1-c1ccco1,3.4,-10,-3,0.4,2,3,3.3,-6,-4.4
Cc1ccc(C)c(NS(=O)(=O)c2cc(C(=O)Nc3ccccc3-c3ccccc3)ccc2Cl)c1,-0.1,1,-6,-0.3,6,11,-2.0,-2,-1.6
O=C(CN1C(=O)C(=O)N(Cc2ccccc2)C1=O)Nc1ccc(F)c(Cl)c1,-0.4,-1,3,0.2,4,2,/,-6,1.6
Cc1cccc(CCN(CC(=O)NC2CCCCC2)C(=O)c2csnn2)c1,-1.4,0,-10,-2.1,0,2,/,-13,-1.0
Cc1cccc(N2CCN(CC(O)COc3ccc(Cl)cc3)CC2)c1 (configuration not stated),0.6,1,28,-0.2,6,-5,0.3,8,0.4
O=C(C1=COCCO1)N1CCN(C(c2ccccc2)c2ccccc2)CC1,-1.6,0,-5,-0.2,-5,7,1.2,-5,-2.3
CC(C)(CN1CCC(Cc2ccccc2)CC1)NS(=O)(=O)c1ccccc1,/,0,-9,-0.4,-8,21,-3.8,8,-1.1
CCOC(=O)c1ccc(NC(=O)Nc2ccc(S(N)(=O)=O)cc2)cc1,1.3,-2,-8,-5.1,10,0,/,-17,-6.2
O=C1c2ccccc2-c2ccc(C(=O)N3CCCCC3)cc21,-0.4,-1,-2,0.6,4,3,/,-13,-2.1
COc1ccc([C@@H]2[C@H]3C(=O)N(c4cccc(C(F)(F)F)c4)C(=O)[C@H]3ON2C)cc1,-3.7,4,4,1.9,-1,-3,-0.6,-3,-0.7
Cc1ccccc1-n1c(-c2ccc(=O)[nH]n2)n[nH]c1=S,-0.4,-1,2,-0.8,-5,2,-1.4,7,-0.8
CCOC(=O)N1CCN(C(=O)CCn2c(=S)[nH]c3ccccc3c2=O)CC1,3.2,-6,-8,-0.2,-1,-4,0.4,4,-1.5
COc1cc(CN2CC(=O)N(c3cccc(Cl)c3C)C2=S)cc(OC)c1OC,-2.9,-3,9,0.0,0,-6,-1.3,-10,/
O=C1c2ccccc2C(=O)c2cc(NC(=O)C3CC3)ccc21,1.9,1,4,1.8,-18,3,0.4,-7,-0.9
CC(=O)Oc1ccccc1C(=O)C=Cc1cccc([N+](=O)[O-])c1,/,-3,-10,-0.1,-40,14,2.4,15,-5.3
Cc1ccccc1OCC(=O)N1N=C(C(F)(F)F)CC1(O)C(C)(C)C (configuration not stated),1.1,-13,14,0.2,1,-3,/,33*,-5.8
COCCN(C(=O)c1cccc(-n2cnnn2)c1)c1c(N)n(CC(C)C)c(=O)[nH]c1=O,-0.9,2,-2,-3.4,3,1,/,-7,-0.8
CCCOc1ccc(-c2nc(OCC)c3ccccc3n2)cc1,-1.1,-2,-2,0.9,6,-8,-1.0,1,-4.4
O=C(c1ccc(Cl)c(S(=O)(=O)N2CCCCC2)c1)N1CCCCC1,-3.0,0,0,1.8,9,-4,7.4,8,-1.3
COc1ccc(CCNC2CCCCC2)cc1,0.9,-4,-6,-0.3,3,-8,/,-5,-2.7
COC(=O)c1cccc(COC(=O)c2ccccc2NC(=O)c2ccco2)c1,-0.4,-4,-8,-2.1,-4,2,/,1,-1.0
COc1ccc(-c2nnc(SC(=O)N3c4ccccc4Sc4ccccc43)o2)cc1,-0.4,8,6,0.6,0,5,0.3,0,-1.7
COc1ccc(N/N=C(\C#N)C(=N)N2CCOCC2)cc1,-2.5,-8,-15,-0.2,-1,-1,/,26,-2.6
O=C(Cc1ccccc1)NN1C(=O)C2C3C=CC(C3)[C@@H]2C1=O (some centres not stated),0.6,2,-7,-0.4,-5,0,-1.8,3,-1.8
O=C(NN1C(=O)C2C3C=CC(O3)C2C1=O)c1ccncc1 (configuration not stated),0.1,7,0,-0.4,-7,3,/,0,-1.1
COc1ccc(NC(=S)N(CCc2ccncc2)C(C)C)cc1Cl,/,-3,-3,-0.3,-10,-1,1.1,7,-3.0
c1ccc(CSc2nnc(-c3ccccc3)c(-c3ccccc3)n2)cc1,4.5,1,-3,0.5,3,5,-1.4,8,-1.3
Cc1cccc(-n2c(=S)[nH]c3ccccc3c2=O)n1,-0.4,-2,2,0.1,-1,10,-1.5,-11,0.1
CCN1C(=NCc2ccc(OC)cc2)N[C@@H](c2ccccc2)[C@H](C(=O)OC)[C@H]1C,-0.1,2,2,-0.1,-13,-4,-1.1,7,-0.8
CCOc1ccc(C2=Nc3ccccc3C(c3ccc(N4CCOCC4)cc3)=NN2)cc1,-3.6,0,-8,-0.3,-5,7,-2.8,3,-0.9
C[C@@H]1CN([C@@H](C)CO)S(=O)(=O)c2ccc(Br)cc2O[C@H]1CN(C)Cc1ccccn1,/,-1,-3,-0.1,10,1,0.9&0.1&1.0,3,-3.2
CC(=O)Nc1ccc(S(=O)(=O)NCc2cn3c(C)csc3n2)cc1,1.7,-1,-3,-0.7,-2,16,-0.5,-19,-1.0
CC(C)CCOCc1nc2sc3c(c2c(=O)[nH]1)CCC(C)C3 (configuration not stated),4.8,0,-8,-1.3,5,10,0.2,6,-1.0
CNC(CC(C)C)C(=O)NC1C(=O)NC(CC(N)=O)C(=O)NC2C(=O)NC3C(=O)NC(C(=O)NC(C(=O)O)c4cc(O)cc(O)c4-c4cc3ccc4O)C(O)c3ccc(c(Cl)c3)Oc3cc2cc(c3OC2OC(CO)C(O)C(O)C2OC2C[C@](C)(N)C(O)C(C)O2)Oc2ccc(cc2Cl)C1O (some centres not stated),2.8,2,-7,0.2,-7,0,-1.0,-3,-0.4
COc1cc(C(=O)NCCC(c2ccccc2)c2ccccc2)cc(OC)c1OC,-0.1,-2,-10,1.7,-1,-4,1.5,-8,-3.4
CN(Cc1cn(-c2ccccc2)nc1-c1cc2ccccc2o1)C(=O)CCC(=O)O,0.4,45*,2,-0.4,-2,5,/,-4,0.6
COc1ccc(S(=O)(=O)Cc2ccc(C(=O)N3CCN(C4CCCCC4)CC3)o2)cc1,1.7,1,-5,-0.1,/,11,-0.3,/,0.5
COc1cc(OC)cc(C(=O)OCC(=O)N(C)c2ccccc2)c1,0.0,3,-2,0.2,3,0,-0.5,-14,0.9
CCOC(=O)C1CCN(C(=O)c2oc3ccc4c(c3c2C)C(O)CC2(CCCCC2)O4)CC1 (configuration not stated),-0.8,0,-9,-1.3,-3,-15,-0.3,20,-3.4
Cn1c(-[n+]2c(-c3ccccc3)cc(-c3ccccc3)cc2-c2ccccc2)nc2cc([N+](=O)[O-])ccc21,0.9,-3,-2,-0.1,-7,6,-0.5,3,-1.0
CCOC(=O)C(C(=O)OCC)C1CS(=O)(=O)CC1C(C(=O)OCC)C(=O)OCC (configuration not stated),-0.4,-3,-4,-0.5,3,10,-2.1,26,-1.0
COc1ccccc1N(CC(=O)Nc1cccnc1)S(=O)(=O)c1ccccc1,2.0,0,-15,-0.6,-3,9,3.4,-8,-1.2
Cc1[nH]c2ccc3ncccc3c2c1C,-0.4,2,-1,-0.1,2,3,/,22,2.4
CCOC(=O)c1c(S(=O)(=O)NCC(=O)NCc2ccc(C)cc2)c(C)n(C)c1C,-0.1,3,-2,2.9,3,-3,0.0,42*,-2.2

One compound at a time (already shown). Screens in order: UGM FP inh, FBA Mtb inh, BoNT-F LC inh, BoNT-A LC inh2, PrPC surface inh, GDH-TPI inh, BioA inh, CCHFV vOTU inh, FadD28 binding
`CCOC(=O)C1CCN(C(=O)c2oc3ccc4c(c3c2C)C(O)CC2(CCCCC2)O4)CC1` (configuration not stated) reads -0.8, 0, -9, -1.3, -3, -15, -0.3, 20, -3.4
`COc1cc(C(=O)NCCC(c2ccccc2)c2ccccc2)cc(OC)c1OC` reads -0.1, -2, -10, 1.7, -1, -4, 1.5, -8, -3.4
`Cc1[nH]c2ccc3ncccc3c2c1C` reads -0.4, 2, -1, -0.1, 2, 3, /, 22, 2.4

Continuation:
SMILES,UGM FP inh,FBA Mtb inh,BoNT-F LC inh,BoNT-A LC inh2,PrPC surface inh,GDH-TPI inh,BioA inh,CCHFV vOTU inh,FadD28 binding
CC(Oc1cccc(Cl)c1)C(=O)Nc1ccccc1N1CCCCC1 (configuration not stated),2.2,-1,10,3.8,-1,-4,0.8,25,-1.6
COCc1cc(/C=N\NC(=O)Cc2ccc(OC)cc2)ccc1OC,-1.5,0,-10,-0.5,5,1,0.2,1,-2.3
CC1=NN(C(=O)Cc2ccccc2)C(O)(c2cccnc2)C1 (configuration not stated),0.7,1,-2,?,4,0,/,-7,-1.7
Clc1ccc(CSc2cc3c(nn2)-c2ccccc2CC3)cc1Cl,-2.7,1,1,1.0,6,5,-0.8,2,-2.1
Cc1ccccc1NC(=O)c1ccc(Cn2cc([N+](=O)[O-])cn2)o1,-0.6,-1,-1,0.0,-6,-7,/,-19,-2.7
CCc1ccn2cc(-c3cc(-c4ccccc4)no3)nc2c1,0.1,9,/,/,16,-8,-0.7,2,-3.7
COc1ccc(S(=O)(=O)N2CCc3ccccc32)cc1C(=O)Nc1ccc(C(N)=O)cc1,0.1,2,-6,-1.0,1,14,4.4,-6,-1.6
Cc1cc(C)nc(SCC(=O)c2ccc3c(c2)OCCO3)n1,0.9,-3,-8,0.4,6,9,14,4,-3.5
O=C1/C(=C/c2ccccc2)Oc2cc(OC(=O)N3CCOCC3)ccc21,1.4,2,10,-2.7,11,31,-0.2,5,-3.1
COc1cc(N=Nc2ccc(C(=O)N(C)C)cc2)c(C)cc1N,/,-4,1,0.1,-22,14,4.3,3,0.8
Cc1cc(C)c(S(=O)(=O)N2CCCC2=O)cc1N(C)S(C)(=O)=O,-0.6,0,-17,-5.5,1,1,0.7,-2,-2.4
Cc1cccc(OCCC(=O)Nc2ccc(N3CCOCC3)cc2N2CCOCC2)c1,-1.9,1,1,0.4,1,5,-0.5,-7,-3.1
Cc1nn(-c2ccccc2)nc1C(=O)c1c(C)[nH]n(-c2ccccc2)c1=O,5.1,-3,/,/,-3,3,2.2,9,-0.2
CCOCCCNC(=O)C(NC(=O)Cc1c[nH]c2ccccc12)c1ccccc1 (configuration not stated),2.9,2,0,-1.4,0,5,/,-7,0.1
CC(=O)Nc1ccc2sccc2c1,0.0,1,0,-0.2,-3,4,/,-4,-2.0
Cc1onc(-c2c(Cl)cccc2Cl)c1C(=O)c1ccccc1,-1.6,-1,-13,0.0,-5,-1,-1.4,10,0.5
CN(C(=O)c1ccc(NC(=O)Cc2cccc(NC(=O)C3CCN(C(=O)C4CCCCC4)CC3)c2)cc1)C1CCCC1,2.1,4,1,0.8,-7,9,-0.1,15,-2.5
